Bioassay records from PubChem BioAssay.
MITF TRPM1 HTS – MITF TRPM1 promoter activation in melanoma cells. SK-MEL-5 TRPM1-promoter luciferase, 24 h; % of positive control, neutral wells = 0. activation, % at 12.5 µM. 300,000 tested, 0.75% active. AID 588334;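 active = mean activation of at least 80% with every replicate also reaching 80%; inconclusive = mean reaches 80% but some replicate falls short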;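 note: 0% = neutral control wells and 100% = parthenolide positive control wells; values of inactives mirror those of a sister screen read the other way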
CDK5 inh – inhibitors of human CDK5/p35 kinase; Q00535+Q15078; Recombinant CDK5/p35, ADP-Glo luminescence, 60 min; inhibition, % at 10 µM; 330,000 tested, 0.01% active;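 active = highest replicate inhibition of at least 50% and at least 75% of replicates reaching 50%; inconclusive = only one of the two criteria met; inactive = both criteria failed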;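 note: plate controls were DMSO neutral control for no effect and GW8510 at 10 µM for full effect; many of its hits are not listed in these tables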
Target sequence (Q00535 whole entry, looked up): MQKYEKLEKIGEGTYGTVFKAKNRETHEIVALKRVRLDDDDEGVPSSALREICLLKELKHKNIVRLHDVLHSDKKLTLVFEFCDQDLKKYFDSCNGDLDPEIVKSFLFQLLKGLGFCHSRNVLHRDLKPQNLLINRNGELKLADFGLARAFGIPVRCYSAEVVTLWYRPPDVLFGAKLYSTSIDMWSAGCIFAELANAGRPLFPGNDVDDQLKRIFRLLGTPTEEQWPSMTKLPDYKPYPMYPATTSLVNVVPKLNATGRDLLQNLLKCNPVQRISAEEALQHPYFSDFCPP
Target sequence (Q15078 whole entry, looked up): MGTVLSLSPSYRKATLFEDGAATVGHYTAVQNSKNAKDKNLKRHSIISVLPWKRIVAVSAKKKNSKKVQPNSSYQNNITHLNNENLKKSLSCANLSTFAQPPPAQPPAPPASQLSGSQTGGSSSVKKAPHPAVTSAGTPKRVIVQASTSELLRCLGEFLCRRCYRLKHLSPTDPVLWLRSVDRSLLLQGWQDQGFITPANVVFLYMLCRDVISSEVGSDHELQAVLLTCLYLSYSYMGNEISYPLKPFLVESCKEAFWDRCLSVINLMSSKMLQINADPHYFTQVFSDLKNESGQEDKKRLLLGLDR
PvdQ acylase – P. aeruginosa PvdQ acylase inhibition; purified PvdQ acylase, fluorescence plate reader; inhibition, % at 10 µM; 340,000 tested, 0.063% active; AID 488965; in the data active = inhibition above about 30%, passing the limit was not always enough; inconclusive = no clear call, values can overlap the other calls;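 note: 0% = vehicle neutral wells and 100% = reference inhibitor wells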
HTR5A ag – counter-screen for OPRM1-OPRD1 agonists: human HTR5A agonism; P47898; HTR5A agonist assay, luminescence, cell-based; activation, % at 9.3 µM; 340,000 tested, 0.61% active; AID 504692; in the data active = activation mostly above about 9.5%, no sharp cut-off; inactive = mostly below about 7.6%;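 note: 0% = cells with vehicle only and 100% = reference agonist; strong numbers were not always called active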
HTR5A inv ctr – counter-screen for OPRM1-OPRD1 inverse agonists: human HTR5A inverse agonism. P47898. HTR5A cell line, luminescence. inhibition, % at 9.3 µM. 340,000 tested, 0.083% active. AID 504634; in the data active = inhibition mostly above about 23%, no sharp cut-off; inactive = mostly below about 18%;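 note: 0% = cells with DMSO and 100% = no-cell wells with DMSO; some compounds called inactive have numbers as strong as hits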
SR-BI HDL uptake – mouse SR-BI HDL lipid transfer inhibition; Q61009; ldlA[mSR-BI] CHO cells, DiI-HDL uptake fluorescence, 3 h; inhibition, % at 12.5 µM; 320,000 tested, 0.96% active; AID 488896;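 active = mean replicate inhibition of at least 70% and a set share of replicates each scoring 70 or more; inconclusive = meets just one of the two criteria; inactive = fails both criteria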;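 note: 0% = median of neutral control wells and 100% = median of positive control wells; values of inactives mirror those of a sister screen read the other way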
NSD2 HMT inh – inhibitors of human histone methyltransferase NSD2. O96028. NSD2 peptide methylation, AlphaScreen, 120 min. inhibition, % at 12.5 µM. 310,000 tested, 0.54% active. AID 743445; in the data active = inhibition above about 50%
Wnt act – activators of Wnt/beta-catenin signaling. Wnt/beta-catenin reporter cell assay, activator, plate reader. activation, % at 9.35 µM. 300,000 tested, 1.2% active; in the data active = activation above about 30%, passing the limit was not always enough; inconclusive = no clear call, values can overlap the other calls;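 note: 0% = neutral control wells and 100% = positive control wells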
dFosB activator – enhances mouse delta FosB homodimer DNA binding. 340,000 tested, 0.99% active. P13346. activation, % at 25 µM. purified delta FosB, TAMRA-CDK5 oligo fluorescence polarization; percent of positive-control signal above neutral wells;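 active = mean activation above about 17%, with every replicate also reaching it, limit read from the data, passing the limit was not always enough; inconclusive = only one of the two conditions met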;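 note: fluorescence polarization rise as delta FosB binds a TAMRA Cdk5 AP-1 oligo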
Target sequence (P13346 whole entry, looked up): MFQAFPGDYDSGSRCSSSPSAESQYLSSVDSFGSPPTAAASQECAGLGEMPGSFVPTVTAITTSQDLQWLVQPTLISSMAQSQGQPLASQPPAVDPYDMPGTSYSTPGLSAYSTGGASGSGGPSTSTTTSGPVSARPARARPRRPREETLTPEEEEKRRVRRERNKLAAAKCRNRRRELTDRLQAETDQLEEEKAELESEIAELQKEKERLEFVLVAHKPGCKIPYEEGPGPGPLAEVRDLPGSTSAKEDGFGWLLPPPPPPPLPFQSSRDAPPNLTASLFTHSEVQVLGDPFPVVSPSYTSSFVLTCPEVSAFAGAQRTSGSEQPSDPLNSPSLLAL
V-ATPase pH – yeast V-ATPase proton transport regulation by pHLuorin. S. cerevisiae, pHLuorin cytosolic pH fluorescence. 350,000 tested, 0.37% active. AID 504577. response, % at 10 µM; in the data active = response mostly above about 7.3%, no sharp cut-off; inactive = mostly below about 5.4%; note: actives read high; inactives centre near 0; some compounds called inactive have numbers as strong as hits; reference of the scale not given here
The depositor's hits bear a star; ? = inconclusive; . = no result given.

The line under a structure holds: MITF TRPM1 HTS, CDK5 inh, PvdQ acylase, HTR5A ag, HTR5A inv ctr, SR-BI HDL uptake, NSD2 HMT inh, Wnt act, dFosB activator, V-ATPase pH
CSc1nc(N)n2nc(-c3ccc(Cl)cc3)cc2n1
  ., 0.8, -3, ., ., 10, -2, 49*, 15, 0
CCOC(=O)c1cnn(-c2nc(SC)nc3sc4c(c23)CCC4)c1N
  5, -1.1, -14, -6, 16, -21, ., ., -11, 0
CCN(CC(=O)Nc1ccc(OC)cc1)C(=O)CSCc1ccc(C)cc1
  1, -0.9, 6, -5, 11, -6, -1, 0, -13, -2
O=C(/C=C/c1cn(-c2ccccc2)nc1-c1ccc2c(c1)OCCO2)NCCO
  -14, -3.2, -2, -5, 14, -9, 1, 9, -9, 1
CCn1c(SCC(=O)Nc2ccccc2F)nnc1-c1cnccn1
  11, 0.8, 9, 0, 11, 4, -6, 1, 5, -1
COC(=O)COc1ccc(S(=O)(=O)N2CCOCC2)cc1C
  -11, 0.9, 11, -6, 12, -1, -2, ., 9, 1
Cc1cc(=O)[nH]c2c(C)cc(S(=O)(=O)N3CCOCC3)cc12
  3, 0.5, -19, 3, -21, 1, -1, -2, 1, 0
Clc1ccccc1Cn1nnc(-c2ccccc2)n1
  39, 1.4, -1, 1, -3, -7, 1, 4, 7, 0
Cc1nn(CC(=O)NC2(C#N)CCCCC2)c(C)c1[N+](=O)[O-]
  0, 0.7, -11, -2, 2, -15, -2, 2, 7, 0
COc1cc(NC(=O)CCNS(=O)(=O)c2ccc3c(c2)CCC(=O)N3)cc(OC)c1
  -3, -1.0, -9, -1, -5, -7, -4, 0, -5, 0
Cc1c(-n2c(SCC(=O)O)nnc2-c2ccccc2Br)c(=O)n(-c2ccccc2)n1C
  -1, -8.4, -3, -1, 4, ., -3, -1, 4, 7.1*
O=C(CNc1ccc2ccccc2c1)N/N=C/C=C/c1cccc([N+](=O)[O-])c1
  -1, -1.6, -15, -1, -13, 21, -1, ., -6, 4
Cc1cccc(NCc2ccccc2O)n1
  8, -0.2, ?, 0, -15, -5, 14, ., 0, 1
COc1ccc(OC)c(NC(=O)CN2C(=O)NC3(CCCc4ccccc43)C2=O)c1 (stereo not given)
  0, -0.6, -13, 7, 8, -16, -3, -1, -8, 3
Cc1ccc(C)c(NC(=S)N/N=C/C(C)c2ccccc2)c1 (stereo not given)
  -3, -0.3, -7, 2, -6, -11, 24, 0, -6, 15*

Among those listed so far, 2 contain a nitro group on carbon.
The line under a structure holds: MITF TRPM1 HTS, CDK5 inh, PvdQ acylase, HTR5A ag, HTR5A inv ctr, SR-BI HDL uptake, NSD2 HMT inh, Wnt act, dFosB activator, V-ATPase pH
Cc1nn(CC(=O)NC2(C#N)CCCCC2)c(C)c1[N+](=O)[O-]
  0, 0.7, -11, -2, 2, -15, -2, 2, 7, 0
O=C(CNc1ccc2ccccc2c1)N/N=C/C=C/c1cccc([N+](=O)[O-])c1
  -1, -1.6, -15, -1, -13, 21, -1, ., -6, 4

Following part
The line under a structure holds: MITF TRPM1 HTS, CDK5 inh, PvdQ acylase, HTR5A ag, HTR5A inv ctr, SR-BI HDL uptake, NSD2 HMT inh, Wnt act, dFosB activator, V-ATPase pH
O=C(Nc1nccs1)c1cccc(N2C(=O)C3C4C=CC(C4)C3C2=O)c1 (stereo not given)
  10, 0.6, 6, 3, -7, -9, -1, -1, 0, 0
CC1CC(C)CN(CCCNC(=O)c2cc3c(=O)[nH]c4ccccc4c3n2C)C1 (stereo not given)
  22, -2.1, 0, 7, -20, 11, -1, 1, -21, -2
COc1cccc(C2CC(c3cccc(Br)c3)n3nc(N)nc3N2)c1 (stereo not given)
  ., -1.3, -13, 4, -12, -2, ., 1, -15, -1
CC(=O)c1ccc(N2CCN(C(=O)c3cc(C)on3)CC2)cc1
  7, 0.2, -3, 0, -21, 7, -3, 3, 0, -2
COCCn1cc(C(=O)N2CCC(C)CC2)c2c3ccccc3n(C)c2c1=O
  10, 1.1, -8, 7, 8, -27, -3, -4, -10, 0
CC(C)(C)OC(=O)N[C@@H](Cc1ccccc1)C(=O)N1CCC(C(=O)NCC(=O)O)CC1
  5, 0.7, -6, 0, 1, -21, -2, 1, -2, -3
O=C(Cc1c(F)cccc1Cl)Nc1ncc([N+](=O)[O-])s1
  35, 5.2, 3, -1, 3, -3, 5, 2, -1, -2
Cc1ccc(Cn2c(=O)cc(C(=O)O)c3ccccc32)cc1
  -1, -0.6, -14, 2, 6, -15, -4, 1, -2, 7
Cc1ccc(-n2ccnc(SCC(=O)NC3CCCC3)c2=O)cc1Cl
  -3, -4.1, -7, 12, -36, -3, 0, -1, 2, -1
CCOC(=O)c1c(C)c(C(=O)OCC)n(C)c1C
  28, 0.6, -14, -1, 2, 2, -5, 3, -9, 6
O=C(CCC(=O)Nc1ccccc1Cl)NNC(=O)Nc1cccc([N+](=O)[O-])c1
  10, -1.7, -5, -3, 8, -8, 2, -2, -4, -2
O=C(Nc1nncs1)C12CC3CC(CC(C3)C1)C2
  8, 1.3, -14, 3, -12, -21, 0, -1, -5, 0
COCCn1c(SCC(=O)Nc2ccc(OC)cc2)nnc1-c1ccoc1C
  13, 0.8, -13, 6, -16, ., 4, 14, 2, -2
O=C(Nc1nc(-c2ccccn2)cs1)C1COc2ccccc2O1 (stereo not given)
  -15, -0.6, -12, -1, 2, 5, ., 1, -16, -2
CC(=O)Nc1ccccc1NC(=O)C/C(C)=N/NC(=O)Cc1cccc2ccccc12
  -6, 0.8, -6, -1, 2, 19, 1, 0, -15, -1

Continued.
SMILES	MITF TRPM1 HTS	CDK5 inh	PvdQ acylase	HTR5A ag	HTR5A inv ctr	SR-BI HDL uptake	NSD2 HMT inh	Wnt act	dFosB activator	V-ATPase pH
CCC(=O)NC(Nc1nc(C)cs1)(C(=O)OC)C(F)(F)F (stereo not given)	-2	-0.7	-11	-6	22	.	-2	.	-7	1
CN1C(=O)/C(=C/C=C2\SCCN2C)OC1=S	78	-1.2	-2	-4	12	-14	1	20	-11	3
CCOC(=O)/C=C1\SCC(=O)N1CC(=O)NCc1cccc(Cl)c1	-3	-1.5	-26	1	-21	0	0	-1	3	4
CCN(CC)S(=O)(=O)c1cc(NC(=O)COc2ccc(C#N)cc2OC)ccc1C	-7	0.5	-6	2	-11	24	-4	-2	-30	-2
N#Cc1ccsc1NC(=O)COC(=O)c1ccc(Br)o1	1	0.9	2	2	-5	0	1	1	-1	-3
CCN(CC)c1nc(OCCNC(=O)Nc2ccccc2)nc(N(CC)CC)n1	16	-3.5	-11	8	-20	32	24	.	-18	5
O=C(CSc1nnc(COc2ccc(F)cc2)o1)N1c2ccccc2CCc2ccccc21	-9	-5.2	-26	-2	-7	61	0	.	-12	0
COc1ccc(-n2c(SCC(=O)Nc3ccc(C(=O)O)cc3)nnc2-c2ccccc2)cc1OC	-7	0.1	-12	1	-3	-16	-1	0	-1	0
COc1ccc(CCNS(=O)(=O)c2ccc(N3CCCC3=O)cc2)cc1	.	-0.3	0	10	-26	4	-1	0	-2	-2
N#Cc1ccsc1NC(=O)CN1CCN(c2ccccc2O)CC1	2	-0.2	-6	0	-42	-22	1	.	-3	-1
CC1=C(C(=O)OCc2ccccc2)C(c2ccccc2Cl)NC(=O)N1CCCCCC(=O)O (stereo not given)	6	-0.2	-12	-1	-9	-16	.	-2	1	-3
O=C(CCc1nnc(CCCCc2ccccc2)o1)NC1CCCC1	-8	0.1	6	3	-9	-4	83*	-1	1	4
Cc1nc(C(=O)NNC(=O)c2ccc(Cl)cc2)cs1	.	0.1	8	3	-9	-13	1	2	2	2
COc1ccc(S(=O)(=O)N(C)CC(=O)Nc2ccc(C(N)=O)cc2)cc1OC	-5	1.3	8	-4	-10	-7	-5	-1	-1	-1
COc1ccc(C)cc1S(=O)(=O)N1CCN(C(=O)c2ncoc2-c2ccc(F)cc2)CC1	-5	-0.4	3	5	-6	.	-3	-2	-2	-1
O=C(Cc1c(F)cccc1Cl)NCCc1c[nH]c2ccccc12	10	-0.4	0	1	-2	.	-8	-2	1	1

Single records (already shown). Order of screens: MITF TRPM1 HTS, CDK5 inh, PvdQ acylase, HTR5A ag, HTR5A inv ctr, SR-BI HDL uptake, NSD2 HMT inh, Wnt act, dFosB activator, V-ATPase pH
`N#Cc1ccsc1NC(=O)CN1CCN(c2ccccc2O)CC1` reads 2, -0.2, -6, 0, -42, -22, 1, ., -3, -1
`O=C(Cc1c(F)cccc1Cl)NCCc1c[nH]c2ccccc12` reads 10, -0.4, 0, 1, -2, ., -8, -2, 1, 1

More entries:
SMILES	MITF TRPM1 HTS	CDK5 inh	PvdQ acylase	HTR5A ag	HTR5A inv ctr	SR-BI HDL uptake	NSD2 HMT inh	Wnt act	dFosB activator	V-ATPase pH
N#Cc1nc(/C=C/c2ccccc2)oc1NCCCN1CCOCC1	.	0.0	-17	0	16	15	-15	17	4	-3
Cc1ccc(C)c(OCc2cc(C(=O)N3CCC(N4CCCC(O)C4)CC3)no2)c1 (stereo not given)	9	1.0	-5	0	1	19	3	0	-3	2
O=C(CNC(=S)N(CCCN1CCOCC1)Cc1cccs1)N1CCCC1	-2	2.9	12	-1	2	-9	-2	0	0	1
CN(C(=O)c1cccc(NC(=O)Cc2ccc([N+](=O)[O-])cc2)c1)C1CCCCC1	.	-0.8	-1	5	-13	39	.	-2	3	-3
O=C(C1COc2ccccc2O1)N1CCN(c2ccccn2)CC1 (stereo not given)	1	-0.6	-8	-3	18	0	-2	-1	2	-3
CCC(=O)NNc1nc2c(C)c(C)ccc2s1	0	-1.6	-12	-3	9	13	-2	-1	-3	-4
Nc1c2c(=O)oc(-c3ccccc3)cc2nn1-c1ccccc1	.	-0.9	-10	-4	-13	23	126*	.	-4	4
O=C(NCc1ccccc1)c1ccc(-c2ccccc2F)o1	69	0.7	6	-1	3	-4	-5	17	-15	0
CCOc1cc(CNc2ccc3cn[nH]c3c2)ccc1OC	-5	-0.3	-6	3	-11	-21	.	.	-62	0
Cn1cnnc1SCC(=O)c1ccc2c(c1)CCCC2	26	1.9	-8	-1	2	-20	0	.	-12	-2
C=CCNC(=S)N1N=C(c2ccco2)CC1c1ccco1 (stereo not given)	.	-0.6	4	-1	3	-6	5	-1	-11	1
O=C(O/N=C1\CCS(=O)(=O)c2sccc21)C1CC1	-3	0.6	-2	4	-2	-13	18	-1	-4	7
Cc1csc(SCC(=O)N2CCCC2)n1	-5	0.8	3	2	-1	-6	0	-1	5	-3
CCC(C)(C)NC(=O)C(c1ccncc1)N(C(=O)Cn1nnc2ccccc21)c1cc2c(cc1C(C)=O)OCO2 (stereo not given)	4	-1.9	-10	-1	6	-6	1	-19	-7	0
